Tat export inh – E. coli Tat export inhibitors, primary screen, MC4100, TorA-mCherry reporter, fluorescence, single point; AID 488895, 2010; inhibition, % at 10 µM; 340,000 tested, 0.036% active;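 active means mean replicate inhibition at least 50% and at least half of replicates individually reaching 50%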;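 further: exported cargo escapes ClpAP degradation while cytoplasmic cargo is degraded and loses fluorescence; 0% = median of neutral control wells and 100% = median of NaSCN control wells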
AddAB inh – growth inhibition of E. coli expressing H. pylori AddAB, primary screen, AddAB inhibitor project, absorbance; AID 435030, 2010; 330,000 tested, 0.29% active; inhibition, % at 11.9 µM; in the data active means inhibition above about 12%;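 further: 0% = vehicle wells of infected cells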
Mot1-301 SUMO – yeast Mot1-301 growth rescue at high temperature, primary screen, SUMOylation pathway inhibitor project, S. cerevisiae, ATP luminescence, 38.5C | 320,000 tested, 1% active | S. cerevisiae Mot1-301 growth rescue; percent above DMSO median, 100 means doubled | growth rescue, % at 18.8 µM | AID 2716, 2010;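 active means every valid replicate shows activation above 250% relative to neutral control wells; inactive means the rest, any valid replicate at or below 250%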;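 further: OY570 slx delta 5 strain wells were the positive control but not used for scaling; some compounds called inactive have numbers as strong as hits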
CDK5 inh – inhibitors of human CDK5/p35 kinase, primary screen, biochemical, single concentration. Cyclin-dependent kinase 5 (Homo sapiens) + Cyclin-dependent kinase 5 activator 1 (Homo …. Recombinant CDK5/p35, ADP-Glo luminescence, 60 min. inhibition, % at 10 µM. 330,000 tested, 0.01% active. AID 488839, 2010;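 active means highest replicate inhibition of at least 50% and at least 75% of replicates reaching 50%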;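 further: plate controls were DMSO neutral control for no effect and GW8510 at 10 µM for full effect; many of its hits are not listed in these tables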
HTR5A inv ctr – HTR5A inverse agonists in luminescence cell assay, primary screen, counter-screen for OPRM1-OPRD1 heterodimer inverse agonist project, full-deck HTS; HTR5A cell line, inverse agonism; 340,000 tested, 0.083% active; AID 504634, 2011; 5-hydroxytryptamine receptor 5A (Homo sapiens), P47898; inhibition, % at 9.3 µM; in the data active means inhibition mostly above about 23%, no sharp cut-off; inactive means mostly below about 18%;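 further: 0% = cells with DMSO and 100% = no-cell wells with DMSO; some compounds called inactive have numbers as strong as hits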
Target sequence (P47898 whole entry, looked up): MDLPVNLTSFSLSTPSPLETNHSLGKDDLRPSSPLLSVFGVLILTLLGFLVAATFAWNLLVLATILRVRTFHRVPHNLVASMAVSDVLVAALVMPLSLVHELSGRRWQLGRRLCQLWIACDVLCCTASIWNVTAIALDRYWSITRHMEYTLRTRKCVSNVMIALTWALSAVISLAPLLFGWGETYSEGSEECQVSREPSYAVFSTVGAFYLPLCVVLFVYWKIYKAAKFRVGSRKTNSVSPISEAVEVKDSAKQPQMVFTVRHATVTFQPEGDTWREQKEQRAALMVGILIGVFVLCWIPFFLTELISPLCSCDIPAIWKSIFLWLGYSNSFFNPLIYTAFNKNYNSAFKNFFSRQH
HTR5A ag – HTR5A agonists in luminescence cell assay, primary screen, counter-screen for OPRM1-OPRD1 heterodimer agonist project, full-deck HTS; 340,000 tested, 0.61% active; AID 504692, 2011; 5-hydroxytryptamine receptor 5A (Homo sapiens), P47898; cell-based; activation, % at 9.3 µM; in the data active means activation mostly above about 9.5%, no sharp cut-off; inactive means mostly below about 7.6%;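 further: 0% = cells with vehicle only and 100% = reference agonist; strong numbers were not always called active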
phage Ecoli inh – growth loss of phage-infected E. coli, primary screen, RecBCD inhibitor project, absorbance, with phage, HTS; AID 651602, 2012; inhibition, % at 11.9 µM; 360,000 tested, 0.26% active; in the data active means inhibition above about 11%
Ecoli viability – E. coli V3065 growth inhibition, primary screen, counter-screen for AddAB inhibitor project, absorbance, OD600. 18 h. inhibition, % at 11.9 µM. 330,000 tested, 0.27% active. AID 449728, 2010;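 active means inhibition above the campaign's mean inhibition across all tested compounds plus 3 SD, cut at about 9.9% in these data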;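 further: uninfected addAB+ strain grown without phage in ampicillin broth; 0% = DMSO wells and 100% = ciprofloxacin 0.95 µg/ml wells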
PKA-R1A act – activators of PKA-R1A holoenzyme, primary screen, biochemical, fluorescence polarization, Cy5-IP20, bovine R1A, mouse PKAc; activation, % at 11.4 µM; PKA-R1A dissociation; scaled: DMSO 0%, 113 µM cGMP 100%; 340,000 tested, 0.083% active; cAMP-dependent protein kinase type I-alpha regulatory subunit (Bos taurus) + …;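 active means percent activation above the mean of all tested compounds plus 3 SD, cut at about 19% in these data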;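 further: higher means more PKAc released from R1A so a rise in polarization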
DAGLB inh – DAGLB lipase inhibitors, primary screen, biochemical, fluorescence, HTS. 340,000 tested, 0.059% active. HEK293T DAGLB membrane lysate, EnzChek fluorogenic substrate. AID 504411, 2011. Diacylglycerol lipase-beta (Homo sapiens), Q8NCG7. inhibition, % at 5.17 µM; in the data active means inhibition above about 34%;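 further: 0% = enzyme with vehicle and 100% = wells lacking enzyme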
PKA-R2B activ – activators of PKA-R2B holoenzyme, primary screen, biochemical, fluorescence polarization, Cy5-IP20, human; cAMP-dependent protein kinase catalytic subunit beta (Homo sapiens) + cAMP-dependent …; activation, % at 11.4 µM; AID 504700, 2011; PKA-R2B holoenzyme dissociation; R2B truncated from residue 108, S112A mutant; 0% DMSO only, 100% 113 µM cGMP; 340,000 tested, 0.079% active;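 active means activation above a cutoff set at the mean over all compounds plus 3 SD, cut at about 18% in these data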;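 further: higher means more holoenzyme dissociation and a rise in polarization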
Target sequence (P31323 whole entry, looked up, other chains not shown, the tested form may be a part): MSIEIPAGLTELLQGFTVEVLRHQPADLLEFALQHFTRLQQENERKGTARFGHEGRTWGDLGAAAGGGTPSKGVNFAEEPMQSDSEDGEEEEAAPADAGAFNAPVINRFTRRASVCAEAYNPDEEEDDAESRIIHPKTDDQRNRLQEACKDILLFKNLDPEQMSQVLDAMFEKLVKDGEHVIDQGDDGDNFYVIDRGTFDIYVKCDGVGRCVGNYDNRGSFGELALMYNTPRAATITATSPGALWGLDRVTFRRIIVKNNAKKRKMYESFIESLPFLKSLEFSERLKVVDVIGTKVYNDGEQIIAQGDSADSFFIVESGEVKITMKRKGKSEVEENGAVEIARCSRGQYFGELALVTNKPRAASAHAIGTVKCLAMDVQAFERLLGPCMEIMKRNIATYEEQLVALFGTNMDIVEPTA
The depositor's hits bear a star; x = no result given.

SMILES	Tat export inh	AddAB inh	Mot1-301 SUMO	CDK5 inh	HTR5A inv ctr	HTR5A ag	phage Ecoli inh	Ecoli viability	PKA-R1A act	DAGLB inh	PKA-R2B activ
CCN(CC)C(=O)C1CCCN(Cc2nc(-c3cccs3)no2)C1 (stereo not given)	4.6	-0.3	8.8	0.3	-15.6	5.0	0.2	-2.1	-5.2	2.2	0.7
COc1ccc(NC(=O)CCC(=O)N2CCC(c3ccccc3)=N2)cc1S(=O)(=O)N1CCCCC1	-6.9	x	x	-1.9	-7.1	3.8	-0.2	x	10.4	1.5	-6.1
O=Cc1cn(CCC(=O)O)nc1-c1cccc(Br)c1	4.0	1.7	144.2	4.1	-24.1	4.9	2.5	2.3	-15.4	2.4	-25.9
CCOC(=O)N1CCC(N2Cc3cccc(C(=O)NC(C)c4ccc5c(c4)OCCO5)c3C2=O)CC1 (stereo not given)	13.6	3.0	92.3	0.3	9.9	-3.6	2.3	0.3	-3.2	-4.4	4.6
O=C(CCN1CCCCCC1)Nc1cccc(Cl)c1	4.6	1.0	11.6	-1.8	2.2	-0.8	1.4	0.1	6.5	2.5	9.1
C=CCc1c(C)[nH]c2c(OC)cccc2c1=S	-4.2	0.2	-2.1	-0.1	9.9	3.5	3.8	-3.0	-8.9	-1.6	1.3
C[C@@]12C(=O)N(c3ccc(Cl)cc3)C(=O)N1[C@@H]1c3ccccc3OC[C@@H]1[C@H]2c1ccccc1	2.2	3.7	13.6	0.0	-14.7	-3.8	-0.8	2.1	5.2	-18.4	0.1
Cc1ccc(Nc2nnc(SCC3CCCCO3)s2)cc1 (stereo not given)	6.5	1.5	0.7	0.3	-3.2	-2.1	1.7	2.7	5.7	-5.5	-5.7
CCOc1cc(C(=S)N2CCCC2)ccc1O	2.7	2.8	-6.4	0.2	-2.5	0.7	2.1	1.6	9.3	0.3	1.4
COc1ccc(-c2cc(C(=O)N/N=C/c3ccc(OC)c(COCC(F)(F)C(F)F)c3)c3ccccc3n2)c(OC)c1	-2.7	0.4	-23.0	0.6	16.6	-1.9	3.1	-3.1	6.4	-2.3	-4.7
CCCCN(C(=O)CC1CCCC1)c1c(N)n(CCCC)c(=O)[nH]c1=O	1.2	0.2	-12.7	1.5	1.3	-0.5	2.2	0.6	-4.8	1.8	-8.0
COC(=O)C(=C/C(C)=C/c1cccs1)C(=O)OC	-1.8	1.5	-8.7	-1.2	-2.6	1.0	3.5	-0.2	3.0	1.7	1.2
CCOCCn1ccc2c(OCC(=O)NCc3ccccc3)cccc2c1=O	-2.5	1.3	-0.3	0.6	10.4	-3.9	2.5	3.0	-15.5	4.2	-6.1
Cc1ccc(C(C(=O)NCc2ccc(F)cc2)N(CCCO)C(=O)C2COc3ccccc3O2)o1 (stereo not given)	17.9	-0.5	-12.6	0.2	4.8	-2.0	0.7	-1.8	15.3	0.9	-6.8
CCC(=Nc1ccc(Cc2ccncc2)cc1)c1c(O)n(C)c(=O)n(C)c1=O	-4.5	x	x	0.6	4.6	3.5	2.9	x	11.8	-1.6	-1.5
COc1ccc(C(=O)Nc2ccc3c(c2)nc2n3CCSC2)cc1	-1.4	2.3	12.6	0.1	8.3	2.4	-0.5	-0.9	7.4	2.3	10.2
C/C(=N\NC(=O)c1ccccc1F)c1cccc(NC(=O)c2ccc(C)cc2)c1	2.5	1.8	-7.8	-2.1	16.3	-6.4	1.6	1.7	-1.2	-1.6	-6.3
COc1ccccc1OCc1ccc(C(=O)n2nc(C)c(Cl)c2C)o1	1.2	2.3	12.8	-3.4	8.5	-2.6	1.9	1.6	-0.6	-15.5	10.3
COc1ccc(NC2CCCN(C(=O)CSc3ccncc3)C2)cc1 (stereo not given)	-11.6	-0.8	0.4	-1.7	-11.7	3.2	-0.2	-1.4	-14.6	-0.2	-9.2
O=C(CNCCO)N1N=C(c2cccs2)CC1c1cccs1 (stereo not given)	-8.5	4.4	-30.7	-0.8	8.9	-4.6	1.9	1.9	7.6	0.7	1.3
COc1ccc(C(=O)NC2CC2)cc1OC1CCN(Cc2cnn(C)c2)CC1	0.9	1.6	-17.5	-0.5	9.2	-1.1	0.4	1.7	-7.5	-0.8	-3.3
Cc1occc1C(=O)NNC(=O)c1cccc(F)c1	-0.6	3.7	-5.0	-2.2	-1.8	0.7	2.3	-0.1	1.5	-0.2	-8.3
COc1cccc2cc(C(=O)C3=C(O)C(=O)N(CCN4CCOCC4)C3c3cccc(Cl)c3)oc12 (stereo not given)	4.9	-2.0	8.8	-2.4	-12.6	3.4	1.9	-0.2	0.5	-1.8	-3.1
O=C(Nc1nnc(S(=O)(=O)N2CCOCC2)s1)c1cccc(F)c1	-2.5	-2.0	33.0	-0.7	-27.3	-0.4	2.2	-0.8	-15.3	1.2	1.2
O=C(Nc1ccc(F)cc1)C1CCCN(S(=O)(=O)c2cccc3nonc23)C1 (stereo not given)	-4.6	3.8	-18.0	1.9	-13.5	8.8	4.5	2.5	-7.4	-2.1	-9.8

Part of the list above, in markdown.
| structure | Tat export inh | AddAB inh | Mot1-301 SUMO | CDK5 inh | HTR5A inv ctr | HTR5A ag | phage Ecoli inh | Ecoli viability | PKA-R1A act | DAGLB inh | PKA-R2B activ |
| --- | --- | --- | --- | --- | --- | --- | --- | --- | --- | --- | --- |
| COc1ccc(NC(=O)CCC(=O)N2CCC(c3ccccc3)=N2)cc1S(=O)(=O)N1CCCCC1 | -6.9 | x | x | -1.9 | -7.1 | 3.8 | -0.2 | x | 10.4 | 1.5 | -6.1 |
| O=Cc1cn(CCC(=O)O)nc1-c1cccc(Br)c1 | 4.0 | 1.7 | 144.2 | 4.1 | -24.1 | 4.9 | 2.5 | 2.3 | -15.4 | 2.4 | -25.9 |
| CCOC(=O)N1CCC(N2Cc3cccc(C(=O)NC(C)c4ccc5c(c4)OCCO5)c3C2=O)CC1 (stereo not given) | 13.6 | 3.0 | 92.3 | 0.3 | 9.9 | -3.6 | 2.3 | 0.3 | -3.2 | -4.4 | 4.6 |

(next part)
SMILES	Tat export inh	AddAB inh	Mot1-301 SUMO	CDK5 inh	HTR5A inv ctr	HTR5A ag	phage Ecoli inh	Ecoli viability	PKA-R1A act	DAGLB inh	PKA-R2B activ
O=C(O)CC(C(=O)O)N1C(=O)/C(=C/c2ccc(-c3nc4ccccc4s3)o2)SC1=S (stereo not given)	-8.5	-2.0	-36.0	x	-8.0	2.2	2.8	1.2	5.9	4.5	-3.4
CN(C)C(=O)c1cccn1-c1ncc(C(F)(F)F)cc1Cl	-10.3	2.8	-1.3	-1.4	-2.4	0.9	4.3	-0.7	-6.3	-1.7	7.8
CCN(c1ccccc1)S(=O)(=O)c1ccc(C(=O)Nc2ncccc2C)cc1	-9.8	-2.7	-14.2	-0.2	8.6	-2.8	3.0	-2.3	1.5	0.3	6.7
Cc1cccc(-n2c(Cc3cc(=O)[nH]c(=O)[nH]3)nnc2SCC(=O)N2CCc3ccccc32)c1	-2.5	1.8	3.2	1.3	-2.6	0.7	0.6	2.8	-2.7	-2.2	3.2
O=C(CCS(=O)(=O)Cc1ccccc1)Nc1nncs1	10.7	-1.4	0.0	0.7	10.2	-3.9	0.6	-0.9	-10.9	-2.3	-5.3
CCCOc1ccc(C2c3c(oc4ccccc4c3=O)C(=O)N2CCCN2CCOCC2)cc1 (stereo not given)	3.4	1.3	189.8	-2.5	-39.4	2.2	1.8	1.2	-9.6	5.5	-7.0
CN(C)CC(C)(C)CNc1ccc(S(=O)(=O)N2CCCC2)cn1	-7.1	-1.1	6.2	-0.4	-0.6	0.1	3.6	-0.3	-11.2	0.2	1.4
CCOc1cccc(C(=O)Nc2nccs2)c1	4.9	-0.2	-9.1	0.1	-9.0	2.3	3.3	-0.7	-0.7	0.7	-3.6
O=C(Nc1ccc2c(c1)OCO2)C1CCN(C(=O)c2cccs2)CC1	2.7	x	x	0.4	-5.7	1.9	1.0	x	0.5	0.5	3.8
Cc1ccc(S(=O)(=O)N2CCC(C(=O)OCC(=O)N(CC(C)C)C3CCS(=O)(=O)C3)CC2)cc1C (stereo not given)	-1.2	-2.5	2.7	1.0	-0.9	2.1	2.5	1.3	-4.4	-2.8	-4.2
CC(=O)N1CCc2cc(S(=O)(=O)NCCC(=O)N3CCc4ccccc4C3)ccc21	17.6	3.0	2.2	0.2	-9.9	3.8	x	0.1	-0.7	3.1	-3.1
O=C(NN=Cc1ccccc1Cl)c1ccc([N+](=O)[O-])cc1	-3.0	x	x	2.8	-4.4	1.1	1.2	x	0.0	0.4	-0.4
O=S(=O)(Cc1ccccc1)C1CCCCC1O (stereo not given)	2.0	0.4	-26.2	1.0	16.6	6.9	1.5	0.7	-4.9	-1.9	-12.6
CCCCCn1c(SCC(=O)CC(=O)OCC)nc2cc(C(=O)N3CCC(C(N)=O)CC3)ccc2c1=O	-0.8	-3.0	1.7	1.4	-1.1	0.4	-1.2	-4.6	-13.7	5.1	2.1
O=C1CCc2cc(Br)ccc2O1	8.3	x	x	-4.5	-8.2	2.1	1.6	x	-6.3	-1.5	-7.6
Cc1nnc2ccc(N3CCCC3)nn12	11.9	1.6	-3.9	-7.0	-10.0	1.8	2.5	0.4	2.6	-0.4	1.7
COc1ccccc1CNS(=O)(=O)N(C)C	2.8	2.4	-3.8	-0.3	-28.0	-4.0	1.6	0.6	6.7	-0.8	-0.7
O=C(C[n+]1ccc(Cc2ccccc2)cc1)Nc1ccccc1	-15.4	3.2	-17.2	1.8	3.8	-1.4	3.0	0.2	4.6	0.8	-6.1

Individual results from the list:
Entry of `Cc1nnc2ccc(N3CCCC3)nn12` under HTR5A ag: 1.8
Entry of `O=C(O)CC(C(=O)O)N1C(=O)/C(=C/c2ccc(-c3nc4ccccc4s3)o2)SC1=S` (stereo not given) under HTR5A ag: 2.2
Entry of `CCCCCn1c(SCC(=O)CC(=O)OCC)nc2cc(C(=O)N3CCC(C(N)=O)CC3)ccc2c1=O` under HTR5A ag: 0.4
Entry of `CC(=O)N1CCc2cc(S(=O)(=O)NCCC(=O)N3CCc4ccccc4C3)ccc21` under PKA-R2B activ: -3.1
Entry of `CN(C)C(=O)c1cccn1-c1ncc(C(F)(F)F)cc1Cl` under DAGLB inh: -1.7
Entry of `CCN(c1ccccc1)S(=O)(=O)c1ccc(C(=O)Nc2ncccc2C)cc1` under HTR5A inv ctr: 8.6
